Bioassay records as filed in PubChem.
PglD DTNB: C. jejuni PglD acetyltransferase inhibitors, primary screen, biochemical, DTNB colorimetric, single point. 0.098% of 360,000 active. inhibition, % at 12.5 µM. purified PglD enzyme, DTNB colorimetric CoA detection. UDP-N-acetylbacillosamine N-acetyltransferase PglD (Campylobacter jejuni); in the data active = inhibition above about 16%, passing the limit was not always enough; note: strong numbers were not always called active
ARNT-TACC3 inh: disruptors of ARNT/TACC3 protein interaction, primary screen, biochemical, AlphaScreen, single concentration; 0.66% of 390,000 active; AlphaScreen His-ARNT PAS-B/GST-TACC3 binding, luminescence; TACC3 fragment carries E629A point mutation; AID 623870, 2012; inhibition, % at 9.99 µM;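 active = mean inhibition of replicates at least 50% and at least half of replicates each reaching 50%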;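 note: 0% = complete ARNT plus TACC3 wells and 100% = ARNT alone without TACC3; many hits fall short of the cut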
ERp5 block: inhibitors of ERp5-driven insulin aggregation, primary screen, biochemical, turbidity, absorbance 650 nm, single point. Protein disulfide-isomerase A6 (Homo sapiens), Q15084. 90 min. inhibition, % at 9.99 µM. 0.05% of 350,000 active;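 active = mean replicate inhibition above about 25%, with every replicate also reaching it, limit read from the data, passing the limit was not always enough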
E-sel inducer: E-selectin induction in HUVECs, primary screen, imaging, HUVEC, immunofluorescence imaging, single point | normalized: neutral wells 0, TNF-alpha wells 100 | P16581 | 0.37% of 260,000 active | activation, % at 7.58 µM;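 active = mean E-selectin-positive cell signal at least 10% of the positive control, reached in at least 60% of replicates, without over 20% cell loss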;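 note: in these data hits start at about 27%; measured in HUVEC primary endothelial cells; signal is the percent of cells scored E-selectin positive by PE staining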
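Read-out basis: % PE-positive cells; Test system: HUVEC primary endothelial cells; Technique: immunofluorescence imaging; Dosing: single-point compound dose.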
RAD52 anneal inh: RAD52 DNA annealing inhibitors, primary screen, biochemical, FRET, single point, set 2 | recombinant RAD52 DNA annealing, FRET fluorescence | inhibition, % at 18.7 µM | AID 651710, 2012 | 0.46% of 360,000 active;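 active = every replicate showing at least 50% inhibition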
CASP6 VEID inh: human caspase-6 inhibitors, primary screen, biochemical, VEID-R110 fluorescence, single point, set 2; 0.53% of 350,000 active; inhibition, % at 12.5 µM; purified caspase-6, Z-VEID-R110 cleavage fluorescence; AID 686996, 2013; P55212;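 active = mean inhibition across replicates at least about 35%, with every replicate also reaching that limit, limit read from the data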;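 note: 0% = median of neutral control wells and 100% = no fluorescence left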
Target sequence (P55212 24-179 limits assumed): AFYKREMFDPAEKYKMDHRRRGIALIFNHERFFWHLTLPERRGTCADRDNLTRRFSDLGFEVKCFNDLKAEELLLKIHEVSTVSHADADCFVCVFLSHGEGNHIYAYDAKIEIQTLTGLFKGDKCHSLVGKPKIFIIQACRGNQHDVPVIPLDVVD
Target sequence (P55212 194-293 limits assumed): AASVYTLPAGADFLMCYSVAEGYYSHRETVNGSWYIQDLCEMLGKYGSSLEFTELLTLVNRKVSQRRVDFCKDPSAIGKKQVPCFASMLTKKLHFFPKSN
RAD54 inh: inhibitors of human RAD54 branch migration, primary screen, biochemical, fluorescence, single point; RAD54 Holliday junction branch migration, FAM/BHQ fluorescence; 0.14% of 360,000 active; inhibition, % at 10.4 µM;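 active = mean normalized replicate activity at least 40 and at least half of replicates scoring 40 or more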;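 note: 0% = median of neutral control wells and 100% = median of positive control wells; inhibitors cause a drop in the FAM fluorescence signal; in these data hits start at about 50%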
Target sequence (Q92698 whole entry, looked up): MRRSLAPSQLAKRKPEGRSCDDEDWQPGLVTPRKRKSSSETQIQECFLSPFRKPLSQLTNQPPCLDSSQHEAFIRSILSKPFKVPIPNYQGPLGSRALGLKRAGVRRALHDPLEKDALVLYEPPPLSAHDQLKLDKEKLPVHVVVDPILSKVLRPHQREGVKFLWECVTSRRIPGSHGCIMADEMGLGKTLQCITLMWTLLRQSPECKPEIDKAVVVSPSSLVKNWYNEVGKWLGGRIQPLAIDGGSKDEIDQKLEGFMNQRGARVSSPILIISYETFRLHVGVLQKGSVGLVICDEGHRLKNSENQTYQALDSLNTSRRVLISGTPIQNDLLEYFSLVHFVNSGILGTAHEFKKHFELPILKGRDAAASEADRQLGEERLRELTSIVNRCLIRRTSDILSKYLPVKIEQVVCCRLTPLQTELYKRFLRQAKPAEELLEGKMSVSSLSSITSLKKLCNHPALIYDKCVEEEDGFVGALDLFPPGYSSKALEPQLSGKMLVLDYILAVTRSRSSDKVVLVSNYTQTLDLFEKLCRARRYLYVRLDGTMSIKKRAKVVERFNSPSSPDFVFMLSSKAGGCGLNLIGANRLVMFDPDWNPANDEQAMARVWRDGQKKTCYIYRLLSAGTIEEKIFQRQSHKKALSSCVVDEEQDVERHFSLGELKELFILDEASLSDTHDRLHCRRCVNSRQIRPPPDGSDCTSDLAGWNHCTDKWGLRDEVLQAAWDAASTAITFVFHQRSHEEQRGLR
esBAF inh: Bmi1 luciferase reporter increase in mESCs, primary screen, esBAF inhibitor project, mouse ES cells, Bmi1 luciferase knock-in, single point; 24 h; 100% = twice the neutral-well signal; reporter increase, % at 12.5 µM; 2% of 350,000 active; in the data active = activation above about 40%;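 note: 0% = median of the plate's neutral control wells and 100% = double that signal; a rise in the Bmi1 reporter signal indicates esBAF inhibition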
Numbers without * were called inactive; · = no result given; & = joins results of further samples.

SMILES	PglD DTNB	ARNT-TACC3 inh	ERp5 block	E-sel inducer	RAD52 anneal inh	CASP6 VEID inh	RAD54 inh	esBAF inh
Cc1cccc(S(=O)(=O)N[C@@H]2CC[C@@H](CCNS(=O)(=O)c3ccccc3F)O[C@@H]2CO)c1	0	-3	6&0	-0.4&0.0	-7&-21	2&2	2	0
CCOc1ccc(NS(=O)(=O)c2ccc(C(=O)NNC(=O)c3ccccc3O)cc2)cc1	·	18	0	0.3	-15	5	·	1
Cc1[nH]n(C(N)=S)c(=O)c1N=Nc1cccc(Cl)c1	6	-7	-2	0.6	-5	-4	-9	31
Cc1cccc(N=C2NC(=O)/C(=C/c3cccnc3)S2)c1C	-1	-7	·	·	-26	-1	7	·
O=C(O)CCc1nc2ccccc2c(=O)[nH]1	-5	-1	1	0.1	3	2	-4	-5
Cc1ccc(-c2nc(NC(=O)CSc3ccc4ccccc4n3)ns2)cc1	-2	·	-2	0.0	-10	0	-4	-37
CC(C)c1ccccc1NC(=S)N1CCN(S(=O)(=O)c2cccs2)CC1	-1	-2	8	1.5	-11	-5	4	1
CCn1ncc(Cl)c1C(=O)Nc1ccc2c(c1)CCC2	1	-12	2	-0.9	-1	-2	-2	38
COc1ccccc1OCC(=O)NCC(c1cccs1)N1CCOCC1 (stereo not given)	0	-4	-2	0.2	0	-1	1	-5
C[C@@H]1CN([C@H](C)CO)C(=O)CCCn2cc(nn2)CO[C@@H]1CN(C)S(=O)(=O)c1ccccc1C#N	·	·	8	0.1	5	-2	·	·
CCOC(=O)C1=CCN(S(=O)(=O)c2cccc(Cl)c2)C1c1cccc(F)c1 (stereo not given)	2	·	2	-0.2	-6	0	6	-7
Cc1ccc(S(=O)(=O)/N=C(/Sc2ccccc2C(=O)O)c2ccccc2)cc1	4	·	-1	·	-12	6	-13	5
CO[C@H]1CN(C)C(=O)c2cc(NC(=O)C3CC3)ccc2OC[C@H](C)N(CC2CCOCC2)C[C@@H]1C	3	·	2	0.2	8	-2	3	0
O=C(N[C@H]1C=C[C@H](CC(=O)N2CCc3ccccc3C2)O[C@H]1CO)C1CC1	3	10	3	0.3	16	1	1	-5
CN(C(=O)c1ccccc1C(=O)OCC(=O)c1ccc(Br)cc1)c1ccccc1	0	1	-1	·	8	-2	-1	5
Cc1noc(C)c1S(=O)(=O)Nc1cccc2c1O[C@@H](CN(C)C(=O)NC(C)C)[C@@H](C)CN([C@H](C)CO)C2=O	-6	17	5	0.2	-19	0	4	-1
CCCCNC(=NCc1cccc(C(F)(F)F)c1)Nc1ccccc1	4	4	1	·	-5	11	-1	10
CCN(CCn1cccn1)C(=O)C1CCC(=O)N(CCc2cccc(F)c2)C1 (stereo not given)	1	-3	8	-0.1	4	-3	6	·
Cc1cc2c(NC(=O)Nc3ccc(F)cc3)cccc2nn1	-3	24	3	5.6	1	68*	-8	·
CN(C)C(=O)c1sccc1Oc1ccc(F)cc1[N+](=O)[O-]	·	2	0	·	2	5	·	·

Whole records, quoted from the list:
`CCn1ncc(Cl)c1C(=O)Nc1ccc2c(c1)CCC2` reads PglD DTNB = 1; ARNT-TACC3 inh = -12; ERp5 block = 2; E-sel inducer = -0.9; RAD52 anneal inh = -1; CASP6 VEID inh = -2; RAD54 inh = -2; esBAF inh = 38
`CCCCNC(=NCc1cccc(C(F)(F)F)c1)Nc1ccccc1` reads PglD DTNB = 4; ARNT-TACC3 inh = 4; ERp5 block = 1; E-sel inducer = ·; RAD52 anneal inh = -5; CASP6 VEID inh = 11; RAD54 inh = -1; esBAF inh = 10

Next compounds:
SMILES	PglD DTNB	ARNT-TACC3 inh	ERp5 block	E-sel inducer	RAD52 anneal inh	CASP6 VEID inh	RAD54 inh	esBAF inh
Clc1cccc(-c2cc3nc(NCCOc4ccccc4)ccn3n2)c1	0	·	-2	0.3	-15	-1	12	57*
CC1(C(=O)NCc2ccco2)Cc2c(-c3cccc(C(N)=O)c3)ccnc2O1 (stereo not given)	-7	·	-1	0.4	1	2	-3	-4
COc1ccccc1CNC(=O)CCCC(=O)n1ncc2cc(C)ccc21	1	-1	-5	-0.1	-8	-2	13	7
Cc1cccc(C(=O)/C=C2/c3ccccc3CC(C)(C)N2C)c1	·	15	-2	·	-15	-3	·	·
COc1cc(C(=O)O)c2ccccc2n1	·	-18	-5	·	-12	-1	·	·
Nc1c(C(=O)Nc2cccc(F)c2)nnn1-c1cccc(C(F)(F)F)c1	·	0	7	·	-31	0	·	·
COc1ccc2nc(N3C(=O)CC(Cc4ccc(Cl)cc4)C3=O)sc2c1 (stereo not given)	-3	-12	-5	·	-13	1	-7	1
O=C(Nc1ccc(Cl)cc1Cl)c1ccc2c(c1)OCCO2	0	3	-7	·	-7	3	-4	-5
COc1ccc(C2CC(=O)c3cnc(NC(=O)c4ccccc4)nc3C2)c(OC)c1 (stereo not given)	1	3	·	·	·	·	6	6
Cc1occc1C(=O)Nc1sc2c(c1C(N)=O)CCCCC2	1	1	·	·	·	·	-1	47*
C[C@@H]1CCCCO[C@@H](CN(C)CC2CCCCC2)[C@@H](C)CN([C@H](C)CO)C(=O)c2cc(NS(=O)(=O)c3cn(C)cn3)ccc2O1	-2	-3	-4	0.2	12	1	-7	2
Cc1ccc(N2C(=NC(=O)c3ccccc3)SC3CS(=O)(=O)CC32)cc1 (stereo not given)	6	1	3	0.1	3	-4	-5	·
Cc1ccc(S(=O)(=O)N(C)C[C@@H]2Oc3ccc(NC(=O)Cc4ccccc4)cc3CC(=O)N([C@@H](C)CO)C[C@@H]2C)cc1	0	-4	0	-0.2	8	2	3	-4
C[C@]12c3[nH]c4cc(-c5ccco5)ccc4c3CCN1C(=O)[C@@H](CC(=O)NCc1cccc(C(F)(F)F)c1)C[C@@H]2C(=O)N1CCOCC1	-4	-6	0	-0.9	-16	1	4	2
Cc1ccccc1S(=O)(=O)N(C)C[C@@H]1OCc2ccccc2-c2ccccc2C(=O)N([C@H](C)CO)C[C@H]1C	1	3	0	-0.6	7	-1	-3	-3
CC(=O)Nc1ccc(NC(=O)CSc2nc(C)nc3sc(C)c(C)c23)cc1	·	2	-5	8.3	-14	1	·	·
CO/N=C/NC(=O)NOCc1ccc(Cl)cc1Cl	-7	-11	·	·	·	·	4	4
Cc1ccccc1OCC(=O)Nc1ccccc1N1CCC(C)CC1	·	45*	10	·	-6	-1	·	·
COc1ccc(CNC(=O)CN(C(=O)c2snc(C(N)=O)c2N)c2ccc(F)cc2)cc1	1	-6	1	0.2	0	1	-10	-7
COc1ccc(NC(=O)COC(=O)Cc2c[nH]c3ccccc23)cc1Cl	2	-3	-11	-0.1	-18	0	-2	-7
COc1cccc(C#Cc2ccc([C@@H]3[C@H](C#N)N[C@H]3CO)cc2)c1	5	9	4	0.3	-39	-3	6	9
C[C@H](NC(=O)C[C@@H]1CC[C@H]2[C@@H](COC[C@H](O)CN2Cc2ccc(C(F)(F)F)cc2)O1)c1ccccc1	·	·	-1	-0.1	1	4	·	·
Cc1ccc(S(=O)(=O)NCC(=O)OCC(=O)c2ccc(S(=O)(=O)N3CCCCC3)cc2)cc1C	1	2	-11	·	-18	3	12	1
CC(=O)N(C)C[C@@H]1Oc2ncc(-c3cccc(F)c3)cc2C(=O)N([C@@H](C)CO)C[C@@H]1C	4	-8	-5	0.2	7	0	-1	5
CC(C)c1ccc(C(C)NC(=O)C2CCCC2)cc1 (stereo not given)	1	-2	3	·	-11	-1	4	5
CCn1c(=O)n(CC(=O)NCc2ccco2)c(=O)c2ccccc21	2	8	·	·	·	·	-8	-9
CCCNC(=O)C[C@@H]1C[C@@H]2c3cc(NS(=O)(=O)c4ccc(F)cc4)ccc3O[C@@H]2[C@@H](CO)O1	2	-2	2	0.2	-6	-2	8	-1
Cc1ccc(N2CCN(S(=O)(=O)N3CCCCCC3)CC2)cc1Cl	2	-3	1	·	-6	-1	-2	-2
CC(=O)c1ccccc1OC(=O)CCN1C(=O)c2ccccc2C1=O	·	37	0	-6.1	-9	1	·	·
Cc1ccc(NC(=O)NNC(=O)c2ccccc2)cc1	·	5	-6	-1.4	6	1	·	4
CCCCCn1nc(C(=O)OCC(=O)c2c(N)n(C)c(=O)n(C)c2=O)c2ccccc2c1=O	-4	30	0	2.3	7	1	-16	-6
COc1ccc(-n2c(SCC(=O)NCC3CCCO3)nc3c(c2=O)SCC3)cc1 (stereo not given)	2	1	-6	·	-9	13	-1	-2
CSCC[C@H](NC(=O)Nc1ccccc1C)C(=O)O	·	-10	4	1.5	-9	0	·	·
COc1cc(OC)c(C2C(C(=O)Nc3ccc(C)cc3C)=C(C)Nc3ncnn32)cc1OC (stereo not given)	2	-3	·	·	·	·	-4	0
Cc1ccc(NC(=O)C(OC(=O)c2cnc(C)cn2)c2ccccc2)c([N+](=O)[O-])c1 (stereo not given)	4	11	4	-0.2	-17	5	1	2
C[C@@H](O)C#Cc1ccc([C@@H]2[C@H]3CN(S(=O)(=O)c4ccccc4)CCCCN3[C@H]2CO)cc1	4	-9	-6	0.1	-2	-3	6	·
COc1ccccc1NC(=O)N[C@@H]1CC[C@H](CC(=O)N[C@H](C)c2ccccc2)O[C@H]1CO	4	0	-4	-0.8	-25	-2	1	-1
Cc1cc(C(=O)NNC(=O)CN2C(=O)NC(C)(c3ccccc3)C2=O)c(C)o1 (stereo not given)	-7	0	-8	0.7	-2	1	-5	2
O=c1[nH]c(NNC(=S)NC2CCCCC2)nc2c1C1(CCCC1)Cc1ccccc1-2	·	0	6	0.1	-19	0	·	4
Nc1ccccc1N1C(=O)c2cccc3cccc(c23)C1=O	3	·	-7	·	-15	-5	6	·
C[C@H]1CN([C@@H](C)CO)C(=O)Cc2cc(NC(=O)C3CCCCC3)ccc2O[C@@H]1CN(C)Cc1ccc2c(c1)OCO2	-5	10	-3	-0.5	-9	2	6	3
CC(NCC(O)COc1ccc(S(=O)(=O)N2CCOCC2)cc1)c1ccccc1 (stereo not given)	·	-6	-2	-0.1	0	-3	·	·
CNC[C@@H]1Oc2ccc(NS(=O)(=O)c3cn(C)cn3)cc2C(=O)N([C@H](C)CO)C[C@H]1C	-3	-3	0	21	-5	-1	-7	-1
O=C1C=C(c2ccc3cc[nH]c3c2)C[C@@H](c2ccc3c(c2)OCO3)C1	7	-9	·	·	·	·	8	6
CCOC(=O)c1cc(-c2ccccc2)sc1NC(=O)CCN1C(=O)c2ccccc2C1=O	4	-1	·	0.1	·	·	-3	·
CCc1ccc(OCC(=O)O/N=C(\N)c2ccccn2)cc1	-2	·	2	3.4	-6	-4	3	·
CC(=O)c1cccc(NC(=O)NCc2ccc3c(c2)OCO3)c1	1	-2	-15	-0.5	-14	-6	1	5
CC(C)c1csc(CN2CCN(CCc3ccccc3)C(CCO)C2)n1 (stereo not given)	·	1	1	0.0	-14	-2	·	·
CCN(CC)CCN(Cc1cc2ccc(C)cc2[nH]c1=O)C(=O)NC1CCCCC1	·	4	4	-0.1	-5	9	·	·
CCCCc1nnn2c1C1c3cc(Br)ccc3CCN1C(=O)C2 (stereo not given)	·	·	-5	0.1	0	1	·	·

Copied from the list:
PglD DTNB, CCOC(=O)c1cc(-c2ccccc2)sc1NC(=O)CCN1C(=O)c2ccccc2C1=O → 4
RAD54 inh, CNC[C@@H]1Oc2ccc(NS(=O)(=O)c3cn(C)cn3)cc2C(=O)N([C@H](C)CO)C[C@H]1C → -7
ERp5 block, CCCCc1nnn2c1C1c3cc(Br)ccc3CCN1C(=O)C2 (stereo not given) → -5
RAD52 anneal inh, CC(NCC(O)COc1ccc(S(=O)(=O)N2CCOCC2)cc1)c1ccccc1 (stereo not given) → 0
PglD DTNB, C[C@H]1CN([C@@H](C)CO)C(=O)Cc2cc(NC(=O)C3CCCCC3)ccc2O[C@@H]1CN(C)Cc1ccc2c(c1)OCO2 → -5
RAD52 anneal inh, CCN(CC)CCN(Cc1cc2ccc(C)cc2[nH]c1=O)C(=O)NC1CCCCC1 → -5
